Tb PGK inh: blocks T. brucei phosphoglycerate kinase | P07378 | PGK/GAPDH coupled, Kinase-Glo luminescence, 60 min | Potency, µM (series often up to 57.5 µM), for inactives: at the highest dose activity change, negative = inhibition, actives largely listed as inhibitors | 0.043% of 380,000 active; further: on the % scale 0 is the no-effect control and ±100 the full control effect; nearly all actives have a fitted effect of over 60% in size
Target sequence (P07378 whole entry, looked up): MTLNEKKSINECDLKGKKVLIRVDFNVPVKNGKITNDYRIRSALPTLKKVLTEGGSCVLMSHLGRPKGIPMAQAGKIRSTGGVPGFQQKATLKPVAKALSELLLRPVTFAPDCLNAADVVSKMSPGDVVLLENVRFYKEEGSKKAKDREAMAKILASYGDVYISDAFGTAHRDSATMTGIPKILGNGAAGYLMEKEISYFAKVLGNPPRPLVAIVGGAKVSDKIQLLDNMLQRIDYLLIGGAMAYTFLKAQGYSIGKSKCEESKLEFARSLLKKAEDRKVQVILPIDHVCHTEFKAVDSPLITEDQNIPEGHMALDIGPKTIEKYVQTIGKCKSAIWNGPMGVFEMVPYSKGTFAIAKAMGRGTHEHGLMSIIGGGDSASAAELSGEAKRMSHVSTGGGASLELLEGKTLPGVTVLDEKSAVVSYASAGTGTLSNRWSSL
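Luminescent ATP detection (Kinase-Glo Plus) follows a 60-minute room-temperature incubation, with wells lacking PGK as controls. Buffer: 100 mM TEA (pH 7.6), 5 mM MgCl2, 0.01% Tween-20. Coupling enzyme GAPDH (100 nM final) supplies unstable 1,3-BPG in-well.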
GLS inhibitor: inhibitors of human glutaminase (GLS) | O94925 | GLS enzymatic activity, qHTS titration | Potency, µM (titrated, usually from 45.5 µM), without a hit: at the highest dose activity change, negative = inhibition, usual class: inhibitors | 0.21% of 410,000 active | AID 624170; further: on the % scale 0 is the no-effect control and ±100 the full control effect
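Two-point fluorescence kinetic (t0, 30 min RT) for hKGA; glutamate detected via glutamate oxidase–HRP–Amplex Red. Substrate: 1 mM L-glutamine solution; buffer 45 mM KH2PO4, pH 8.2.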
Pin1 inhibitor: human Pin1 inhibition; Pin1 FP peptide displacement, HiFluor488, 10 min; 0.009% of 390,000 active; Potency, µM (series often up to 115 µM), inactives show at the highest dose activity, negative = inhibition, hits mostly inhibitors; AID 504891; active means well fitted inhibition curve with a large enough effect in the polarisation, with a control signal flat, not every such curve was filed as active; inconclusive means small, poorly fitted or top-dose-only effect, or effect the other way, or a change in a side signal; inactive means no such curve, though single readings can be large or run the other way; the % refers to the polarisation; further: on the % scale 0 is the no-effect control and ±100 the full control effect
Target sequence (Q13526 whole entry, looked up): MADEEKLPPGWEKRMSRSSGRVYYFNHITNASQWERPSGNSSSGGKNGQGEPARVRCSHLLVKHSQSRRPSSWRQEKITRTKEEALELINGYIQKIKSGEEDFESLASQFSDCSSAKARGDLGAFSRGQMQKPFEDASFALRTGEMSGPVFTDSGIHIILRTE
HP1b chromo inh: HP1-beta chromodomain-methylated histone interaction inhibition; P83916; AlphaScreen HP1-beta / biotin-H3K9me3 peptide binding; Potency, µM (series often up to 114 µM), for inactives: top-dose activity change, negative = inhibition, hits mostly inhibitors; 0.56% of 390,000 active; further: nearly all actives have a fitted effect of over 70% in size; inactives centre near 23
Target sequence (P83916 whole entry, looked up): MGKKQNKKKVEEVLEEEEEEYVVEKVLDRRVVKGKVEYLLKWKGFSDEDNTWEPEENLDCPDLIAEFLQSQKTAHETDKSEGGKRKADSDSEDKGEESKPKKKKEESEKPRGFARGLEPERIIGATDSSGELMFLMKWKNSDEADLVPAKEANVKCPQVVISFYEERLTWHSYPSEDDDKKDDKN
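HP1-beta protein (50 nM final) preincubated 30 min at room temperature with biotinylated H3(1-18)K9me3 peptide (50 nM) in PBS pH 7.4, 0.01% Tween-20, then compound added for 30 min. AlphaScreen streptavidin donor/nickel chelate acceptor beads (10 ug/mL final), 30 min dark, luminescence read.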
JMJD2A Tudor: JMJD2A Tudor domain (human) inhibition. Potency, µM (doses to about 114 µM), without a hit: at the highest dose activity change, negative = inhibition, actives largely listed as inhibitors. AlphaScreen JMJD2A-Tudor / H3K4me3 peptide binding. O75164. 4.4% of 390,000 active; further: on the % scale 0 is the no-effect control and ±100 the full control effect; nearly all actives have a fitted effect of over 50% in size
Pol iota inh: blocks human DNA polymerase iota activity; Q9UNA4; Pol iota fluorescent replication assay, 10 min; Potency, µM (doses to about 115 µM), for the others: at the top dose activity, negative = inhibition, actives largely listed as inhibitors; 1% of 390,000 active; AID 588590
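Fluorescent replication assay read twice, at 0 min and 10 min after adding 50 nM (final) substrate. Enzyme (10 nM) and compounds were first incubated 15 min at room temperature; enzyme-free buffer wells were negative controls.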
G9a inh: inhibitors of human histone lysine methyltransferase G9a; Potency, µM (top dose mostly 102 µM), for inactives: top-dose activity, negative = inhibition, usual class: inhibitors; Q96KQ7; 8.8% of 350,000 active; G9a H3K9 monomethylation, AlphaScreen, 2 h; further: on the % scale 0 is the no-effect control and ±100 the full control effect; nearly all actives have a fitted effect of over 75% in size
Target sequence (Q96KQ7 913-1193 limits assumed): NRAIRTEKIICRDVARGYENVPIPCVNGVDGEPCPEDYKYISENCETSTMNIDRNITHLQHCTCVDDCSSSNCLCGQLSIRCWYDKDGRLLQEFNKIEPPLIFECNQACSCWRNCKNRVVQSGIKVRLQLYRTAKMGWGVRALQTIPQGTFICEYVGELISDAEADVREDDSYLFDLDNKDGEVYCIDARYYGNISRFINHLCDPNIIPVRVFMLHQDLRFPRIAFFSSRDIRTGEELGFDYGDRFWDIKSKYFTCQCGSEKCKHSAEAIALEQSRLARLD
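Chemiluminescent proximity detection of H3K9 monomethylation, read after 10 min bead incubation in the dark. Reaction: 20 nM G9a, 500 nM biotin-H3K9 peptide, 20 uM SAM cofactor, 2 h, room temperature, following 15 min enzyme-compound preincubation.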
BLM inh: blocks DNA unwinding by human BLM helicase; Potency, µM (titrated, usually from 56.1 µM), without a hit: at the top dose activity change, negative = inhibition, hits mostly inhibitors; recombinant BLM DNA unwinding, fluorescence dequenching; 0.2% of 350,000 active; P54132;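 further: plate controls were vehicle for no effect and no enzyme for full effect; nearly all actives have a fitted effect of over 35% in size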
BAZ2B inh: BAZ2B (human) inhibition; Q9UIF8; AlphaScreen BAZ2B-H3K14Ac peptide displacement; Potency, µM (top dose mostly 114 µM), for inactives: at the highest dose activity change, negative = inhibition, usual class: inhibitors; 4.4% of 360,000 active; AID 504333; further: on the % scale 0 is the no-effect control and ±100 the full control effect; nearly all actives have a fitted effect of over 60% in size
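BAZ2B 50 nM plus b-H3(5-23)K14Ac 50 nM, PBS pH 7.4/0.01% Tween-20, 30 min RT; compound added (max 110 uM), 30 min RT; streptavidin donor/Ni-chelate acceptor beads 10 ug/mL final, 20 min dark; AlphaScreen read.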
* hit, by the source's call; i = inactive; ? = inconclusive; / = no result given; [ ] = another dose, or the depositor's remark. Unless noted, the call rests on the fitted dose curve; in most records, active means well fitted curve in the direction sought with a large enough effect; inconclusive means small, poorly fitted or top-dose-only effect, or another doubt; inactive means no such curve, though single readings can be large; an effect the other way counts as inactive or inconclusive. Potency means the concentration at half of the fitted maximal effect. Only part of the results is shown (hit frequency here may not be typical).

SMILES	Tb PGK inh	GLS inhibitor	Pin1 inhibitor	HP1b chromo inh	JMJD2A Tudor	Pol iota inh	G9a inh	BLM inh	BAZ2B inh
N#CC1=C(N)OC2=C(C(=O)CC(c3ccco3)C2)C1c1ccc(OCc2c(F)cccc2Cl)cc1 (stereo not given)	-13%	-9%	?	-15%	?	-19%	-8%[0.501 µM]	-17%	71µM*
CCCn1c(N)c(N(CCOC)C(=O)c2ccccc2)c(=O)[nH]c1=O	-2%	-8%	0%	33%	-11%	-16%	4%	0%	11%
COc1ccc(NC(=O)C(=O)NCCC2CCCCN2S(=O)(=O)c2cccs2)cc1 (stereo not given)	i	-9%	13%	18%	-22%	32%[activator]	2%[0.501 µM]	/	3%
Cc1ccc(Cn2c(SCC(=O)NCc3ccccc3)nc3ccsc3c2=O)cc1	-11%	-5%	1%	27%	-28%	-16%	-7%[59 µM]	-2%	-25%
CCC(=O)Nc1ccc2c(c1)ncn2-c1ccc(C)cc1	-11%	5%	2%	14%	-21%	160%[activator]	-10%[59 µM]	-12%	?
COc1ccc(NC2CCCN(C(=O)c3ccc(C(C)=O)cc3)C2)cc1 (stereo not given)	0%	-19%	-1%	16%	-18%	-16%	-10%	1%	-17%
CC(=O)N1CCCc2cc(S(=O)(=O)NC(C(=O)NCc3ccc(C)cc3)C(C)C)ccc21 (stereo not given)	-1%	3%	13%	39%	-8%	-1%	5%	-3%	-9%
O=C(CN1CCCC1c1ccc2c(c1)OCCO2)NC(=O)Nc1ccccc1F (stereo not given)	-1%	3%	2%	19%	-11%	11%	-6%	/	6%
Nc1nc(Nc2ccccc2)n[nH]1	i	15%	-6%	30%	-6%	17%	5%	-3%	-6%
CN(C)S(=O)(=O)c1ccc(C(=O)Nc2nc(-c3cccs3)cs2)cc1	5%	6%	0%	48%[activator]	-10%	13%	-19%	-5%	8%
O=C(O)/C=C\C(=O)Nc1ccc(F)c(F)c1F	-6%	3%	-10%	68%[activator]	0%	10%	40µM*	3%	-3%
CC(=O)c1ccc(NC(=O)COC(=O)CCN2C(=O)c3cccc([N+](=O)[O-])c3C2=O)cc1	-7%	-5%	2%	43%[activator]	7%	15%	-12%[59 µM]	3%	-30%
Clc1ccc2scc(CN3CCCCC3)c2c1	-1%	16%	0%	31%	-13%	8%	-4%[59 µM]	1%	5%
COc1ccccc1CNC(=O)C(c1ccccc1)c1ccccc1	i	-18%	-4%	42%[activator]	0%	25%	31%	-1%	-1%
CCC(C)(C)NC(=O)C(c1cccc(OC)c1)N(C(=O)c1ccn[nH]1)c1cccc(OC)c1 (stereo not given)	i	-1%	-1%	16%	-22%	-3%	31%[2.33 µM]	-1%	-3%
CC(/C=N/N1CCN(Cc2ccccc2)CC1)=C\c1ccccc1	-3%	1%	4%	?	45µM*	10%	28µM*	-7%	50µM*
CN(Cc1ccccc1)Cc1nc2c(c(=O)n(C)c(=O)n2C)n1Cc1ccc(Cl)cc1	11%	4%	10%	18%	-23%	8%	11%[59 µM]	-7%	10%
N#Cc1c(-c2cccnc2)c2c([nH]c1=S)CCCC2	-8%	0%	3%	?	1.4µM*	?	0.71µM*	0%	-6%
Cc1ccc(-c2nnc(SCC#N)n2N)cc1	i	-8%	5%	-4%	6%	-1%	?	-2%	2%
COc1ccccc1NC(=O)NC1CCCCCCC1	-7%	0%	0%	29%	-11%	21%	-2%	-6%	-10%
O=C(N/N=C/c1ccc(-c2ccc([N+](=O)[O-])cc2)o1)[C@H]1C[C@@H]1c1ccccc1	14%	-2%	?	30%	2%	20%	16%[59 µM]	-6%	-13%
COc1ccc(CCNC(=O)c2c(O)c3ccccc3[nH]c2=O)cc1	-6%	2%	-11%	27%	-15%	-4%	-34%	-6%	-4%
CCNc1ccccc(-c2ccc3ccccc3n2)c1=O	-7%	-2%	?	12%	-6%	-5%	21%[59 µM]	-11%	-3%
CCc1ccc(-c2nc(CN3CCC(C(=O)NCc4ccc(F)cc4)CC3)c(C)o2)cc1	-4%	/	0%	25%	?	3%	20%[59 µM]	4%	2%

Retrieved by compound from the list above (five):
SMILES	Tb PGK inh	GLS inhibitor	Pin1 inhibitor	HP1b chromo inh	JMJD2A Tudor	Pol iota inh	G9a inh	BLM inh	BAZ2B inh
O=C(N/N=C/c1ccc(-c2ccc([N+](=O)[O-])cc2)o1)[C@H]1C[C@@H]1c1ccccc1	14%	-2%	?	30%	2%	20%	16%[59 µM]	-6%	-13%
CCc1ccc(-c2nc(CN3CCC(C(=O)NCc4ccc(F)cc4)CC3)c(C)o2)cc1	-4%	/	0%	25%	?	3%	20%[59 µM]	4%	2%
CCC(C)(C)NC(=O)C(c1cccc(OC)c1)N(C(=O)c1ccn[nH]1)c1cccc(OC)c1 (stereo not given)	i	-1%	-1%	16%	-22%	-3%	31%[2.33 µM]	-1%	-3%
CN(Cc1ccccc1)Cc1nc2c(c(=O)n(C)c(=O)n2C)n1Cc1ccc(Cl)cc1	11%	4%	10%	18%	-23%	8%	11%[59 µM]	-7%	10%
N#Cc1c(-c2cccnc2)c2c([nH]c1=S)CCCC2	-8%	0%	3%	?	1.4µM*	?	0.71µM*	0%	-6%

Further compounds follow.
SMILES	Tb PGK inh	GLS inhibitor	Pin1 inhibitor	HP1b chromo inh	JMJD2A Tudor	Pol iota inh	G9a inh	BLM inh	BAZ2B inh
O=C1N/C(=N\N=C\c2ccco2)SC1Cc1ccccc1[N+](=O)[O-] (stereo not given)	5%	8%	?	43%[activator]	-15%	?	3%[12.7 µM]	-3%	-14%
O=C(COc1ccccc1)NCC(=O)NC1CCCCC1	-7%	-1%	-4%	36%	5%	116%[activator]	12%	-1%	/
O=C(CCC(=O)N1CCSc2ccccc21)NCc1cccc(Cl)c1	i	1%	2%	49%[activator]	-5%	25%	-2%	-5%	0%
Cc1ccc(NC2=C/C(=N\S(=O)(=O)c3cccs3)c3ccccc3C2=O)c(C)c1	-25%	-2%	0%	5.6µM*	4.5µM*	?	7.9µM*	-11%	3.5µM*
N#CC1(Nc2ccc([N+](=O)[O-])cc2)CCCC1	i	0%	1%	24%	-19%	-5%	/	/	/
CCCC(=O)Nc1cccc(-c2cn3c(C)csc3n2)c1	-4%	-15%	-2%	21%[57 µM]	-18%	-7%	-5%[59 µM]	-3%	-13%
O=C(CSc1ncccn1)N/N=C/c1cccc(OC2CSC2)c1	i	2%	-1%	23%	-13%	52%[activator]	-26%	1%	?
CCOc1cc(/C=C(\C#N)C(=O)Nc2cccc(C(=O)O)c2)cc(Br)c1OC(=O)c1ccc(OC)cc1	1%	4%	?	?	56µM*	?	56µM*	-24%	50µM*
Cc1ccc(Cn2c(CN3CC(C)OC(C)C3)nc3c2c(=O)n(C)c(=O)n3C)cc1 (stereo not given)	6%	10%	5%	30%	-4%	-7%	6%	-6%	4%
N#Cc1nnn(Cc2ccccc2)c1N	-10%	-4%	1%	32%	-3%	13%	100%[activator]	-6%	-4%
Cc1nc2c3cc(Cl)ccc3n(CCN3CCOCC3)c2s1	-10%	-14%	-7%	-2%	-18%	117%[activator]	5%	-4%	-28%
Cc1ccc(CC2CC(=O)N(c3ccc4c(c3)OCCO4)C2=O)cc1 (stereo not given)	-1%	9%	3%	12%	-8%	10%	11%	-6%	7%
O=c1[nH]c(Cc2ccccc2)nc2scc(-c3ccccc3)c12	i	11%	6%	14%	-12%	4%	-9%	-2%	-20%
CN(CC(=O)Nc1ccc(F)c(F)c1F)C1CCCCC1	-5%	5%	4%	20%	-11%	4%	0%	-5%	11%
O=C(Oc1cccc(N2C(=O)C3C4c5ccccc5C(c5ccccc54)C3C2=O)c1)c1ccco1 (stereo not given)	-7%	-7%	5%	9%	-18%	3%	-9%[59 µM]	-4%	3%
COc1ccccc1C(=O)N/C(=C\c1cn(C)c2ccccc12)C(=O)N1CCCC1	-3%	6%	-6%	42%[activator]	-33%	10%	6%	2%	?
COC(=O)c1ccc(OC(=O)c2cccs2)cc1	-6%	-6%	-2%	53%[activator]	35%	44%[activator]	40%	-1%	23%
O=C(NCCCN1CCCC1)[C@H](CSCc1ccccc1)N1Cc2ccccc2C1=O	-5%	38%[activator]	12%	31%	-15%	-13%	?	-1%	-1%
CC(C)(C)NC(=O)C1Cc2ccccc2CN1C(=O)Nc1cccc(Cl)c1 (stereo not given)	i	-1%	-2%	-7%	-7%	2%	-2%[59 µM]	1%	0%
CCOC(=O)c1ccc(N2C(=O)c3n[nH]c(-c4ccco4)c3C2c2ccc(C)cc2)cc1 (stereo not given)	-1%	4%	20%	-28%	?	-12%	11µM*	-17%	/
Cc1ccc(C(=O)OCC(=O)Nc2cc(C(C)(C)C)no2)c(C)c1	i	0%	0%	56%[activator]	-3%	6%	15%[12.7 µM]	/	8%
Cn1c(CC2Sc3ccccc3NC2=O)nnc1SCC(=O)c1ccc(Cl)cc1 (stereo not given)	-5%	-13%	-3%	5%	25µM*	88%[activator]	14µM*	-4%	-38%
Nc1c(C(=O)Nc2ccc3c(c2)OCCO3)nnn1Cc1cccc(Br)c1	-8%	3%	0%	6%	-29%	16%	?	/	-28%
COc1cc(/C=C(\CC(=O)O)c2nc3ccccc3s2)cc(OC)c1O	-9%	?	-2%	12%	16µM*	40%[activator]	14µM*	0%	-26%
Cc1cc(C)nc(NS(=O)(=O)c2ccc(Br)cc2)n1	-2%	-2%	3%	27%	-14%	42%[activator]	7%[12.7 µM]	-7%	15%
COc1ccc(NC(=O)Cn2nnc(C(=O)NCc3ccccc3)c2N)c(OC)c1	-1%	-12%	-1%	9%	?	?	-3%	-2%	8%
Fc1cccc(C2NC(=S)NC3=C2N2CCC3CC2)c1 (stereo not given)	1%	17%	2%	12%	-9%	-3%	-17%	-1%	2%
CCOC(=O)c1sc(NC(=O)C(CC)OC(=O)c2ccco2)nc1C (stereo not given)	-6%	-3%	0%	17%	-21%	68%[activator]	7%[59 µM]	1%	-2%
COC(=O)c1ccc(NC(=O)c2c(NCc3ccc(OC)c(OC)c3)sc3c2CCCC3)cc1	-8%	-30%	19%	-8%	?	27%	?	-9%	-39%
Cc1nc(-c2ccc(C(F)(F)F)cc2)sc1C(=O)NN	-6%	2%	-2%	48%[activator]	-24%	9%	4%	-6%	-2%

Screens (PubChem BioAssay)
